Bioassay records deposited in PubChem BioAssay by Broad Institute.
PAX8 inh HTS: inhibitors of PAX8 transcriptional activity in RMG-I cells | RMG-I TPO-luciferase reporter, SteadyGlo, 24 h | inhibition, % at 12.6 µM | 360,000 tested, 1.2% active;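 active = mean replicate inhibition at least 60% with every replicate also reaching 60%; inconclusive = only one of the two criteria is met; inactive = mean below 60% and not all replicates reaching 60%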;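 also: luciferase light reporting Pax8 driven TPO promoter activity; plate controls were median of neutral control wells for no effect and mitoxantrone controls for full effect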
DENV2 CPE rescue: protects cells from dengue virus 2 cytopathic effect | DENV2-infected cells, cytopathic effect rescue, plate reader | CPE inhibition, % at 9.99 µM | 350,000 tested, 1.7% active | AID 651640; in the data active = CPE inhibition above about 20%, passing the limit was not always enough; inconclusive = no clear call, values can overlap the other calls; tested in BHK-21 cells;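 also: 0% = median of neutral control wells and 100% = median of positive control wells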
EWS-Fli block: inhibitors of EWS/Fli oncoprotein transcriptional activity; A673 NR0B1-luciferase reporter, viability-normalised; inhibition, % at 12.6 µM; 350,000 tested, 0.67% active;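 active = mean inhibition of at least 50% after viability correction, with every replicate also passing that limit; inconclusive = mean reaches 50% but only one of two replicates passes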;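 also: firefly luciferase signal divided by Alamar Blue viability fluorescence both relative to DMSO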
miR122 inh: inhibitors of miR-122 in Huh7 cells. Huh7 miR-122 Renilla luciferase sensor, 48 h; neutral wells = 0, positive control = 100. activation (reporter increase), % at 12.5 µM. 340,000 tested, 0.3% active. AID 602342;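 active = mean replicate activation score at least 90 and every replicate individually at or above 90; inconclusive = only one of the two criteria met; inactive = neither criterion met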;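 also: higher luciferase means less miR-122 activity so hits act as miR-122 inhibitors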
CFTR F508del cor: correctors of CFTR F508del function in bronchial epithelial cells. 350,000 tested, 0.36% active. CFBE cells, YFP halide quenching; stimulated with forskolin plus potentiator P3; % fluorescence drop versus neutral controls. activity (quench increase), % at 7.58 µM;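 active = mean added fluorescence quench of at least 8% versus neutral control, with both replicates also reaching 8%; inconclusive = only one of the mean or replicate conditions met; inactive = mean below 8% and not both replicates reaching 8%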;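 also: cells transiently co-express mutant CFTR-F508del with the halide-sensitive YFP; corrector assay measuring rescue of mutant channel to the surface after 24 h compound exposure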
FN deposition inh: fibronectin deposition inhibition. 350,000 tested, 0.086% active. inhibition, % at 12.6 µM. AH1F fibroblasts, Alexa488-fibronectin deposition fluorescence, overnight. AID 743247;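 active = mean inhibition across replicates of 30% or more, regardless of how many single replicates reach that level; inconclusive = mean under 30% yet at least half of replicates reach 30%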;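 also: positive control wells lacked labelled fibronectin entirely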
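Assay system: AH1F fibroblasts assembling fluorescent fibronectin matrix; Amount: 10000 AH1F cells per well; Buffer or medium: DMEM, 2% serum; Probe or stimulus: Alexa488-fibronectin, 24 nM final in well; Doses: single compound dose, delivered by pin transfer; Incubation: 1 h adhesion, overnight exposure; Measured by: fluorescence 485/525 nm; Read-out: fibronectin deposition inhibition.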
INS-1E GSIS act: primary screen for activators of insulin secretion dependent on glucose, INS-1E cells, GLuc reporter luminescence; AID 743287; 370,000 tested, 0.61% active; activation, % at 16.6 µM; INS-1E GLuc reporter insulin secretion, 2-3 h;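 active = lowest replicate activation of at least 40%, so every replicate reaches that level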;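 also: 0% = median of neutral control wells and 100% = median of IBMX positive control wells; some compounds called inactive have numbers as strong as hits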
* marks the source's active call; other numbers are inactive results; ? = inconclusive; · = not tested or not shown; & = joins results of further samples; [ ] = dose if it differs, or a comment.

cpd	Compound	PAX8 inh HTS	DENV2 CPE rescue	EWS-Fli block	miR122 inh	CFTR F508del cor	FN deposition inh	INS-1E GSIS act
1	C[C@@H]1CN([C@H](C)CO)C(=O)Cc2cc(NS(=O)(=O)c3ccc(Cl)cc3)ccc2O[C@@H]1CN(C)Cc1ccc(Cl)c(Cl)c1	-12	-1	15	-12[16.7 µM]	3.0	·	-1
2	COc1ccc(CC(=O)Nc2ccc(-c3noc(-c4ccccc4OC)n3)cc2)cc1	-16	·	·	-12	·	19	·
3	CCOc1ccc(N(CC(=O)NCc2ccc(F)cc2)C(=O)c2snc(C(N)=O)c2N)cc1	1	-3	0	·	-2.3	5	0
4	Cc1cc(N2C(=O)C(O)=C(C(=O)c3ccco3)C2c2cccc(Cl)c2)no1 (configuration not stated)	-9	-2	·	·	4.1	-5	-29
5	CCCc1cc(=O)[nH]c(SCC(=O)Nc2sc(C(N)=O)c(C)c2C(=O)OCCOC)n1	36	4	45	-8	5.5	-11	12
6	Cc1ccccc1-c1nnc(-c2cccc3ccccc23)o1	-11	-4	-27	-6	0.3	2	1
7	COc1cc(-c2noc(C)c2/C=C/c2ccc(C(=O)O)cc2)cc(OC)c1OC	1	·	11	-4	-4.5	1	·
8	O=S(=O)(c1ccc(Cl)cc1)N1CCCC1c1nc(-c2ccc(Cl)cc2)no1 (configuration not stated)	20	·	·	0	·	1	·
9	O=C(Nc1ccccc1)N1CC(=O)N2[C@H](CO)[C@H](c3ccc(C#Cc4cccnc4)cc3)[C@@H]2C1	-30	11	-5	·	1.5	·	-23
10	C[C@@H]1CCCCO[C@@H](CN(C)C(=O)Cc2ccccc2)[C@@H](C)CN([C@H](C)CO)C(=O)c2cc(NC(=O)NC3CCCCC3)ccc2O1	-5	8	-8	0[16.7 µM]	-0.2	·	-7
11	CCN(CC)C(=O)[C@H]1C[C@H](CC(=O)NC(C)(C)C)C(=O)N2CCc3c([nH]c4ccc(Cl)cc34)[C@]12C	13	19	4	-5	1.4	1	-11
12	CCOc1ccc(S(=O)(=O)N2CCC(C(=O)NC3CC3)CC2)cc1C	-6	-1	5	-11	1.4	6	2
13	CC(C)CNC1CCS(=O)(=O)C1 (configuration not stated)	8	9	3	0	-2.3	3	0
14	Cc1cccnc1Nc1ncnc(N)c1[N+](=O)[O-]	19	3	4	·	0.9	-13	9
15	COc1ccc(/C=N/n2cnc3c(sc(=S)n3-c3ccccc3)c2=O)cc1	5	8	0	·	-4.8	2	-21
16	O=C(C[C@H]1CC[C@H](NC(=O)Cc2ccccn2)[C@H](CO)O1)NCCCN1CCOCC1	-5	2	4	·	-0.3	2	9
17	CC(=O)NCc1ccc(-c2csc(NC(=O)CCCc3nc4ccccc4c(=O)[nH]3)n2)cc1	-8	?	-6	1	0.8	2	2
18	O=C(C[C@@H]1CC[C@H]2[C@@H](COC[C@H](O)CN2Cc2ccccc2F)O1)N[C@H]1CCN(Cc2ccccc2)C1	1	5	21	3[16.7 µM]	-0.1	-13	-4
19	O=C(c1ccccn1)N1CC[C@H]2[C@H](CO)Nc3ccc(C#Cc4ccccc4)cc3[C@H]21	·	-8	·	·	4.7	7	1
20	CC(=O)c1cccc(OCC(=O)NC2CCCCCC2)c1	-12	-2	-6	-6	-0.6	7	1

Other entries follow.
cpd	Compound	PAX8 inh HTS	DENV2 CPE rescue	EWS-Fli block	miR122 inh	CFTR F508del cor	FN deposition inh	INS-1E GSIS act
21	S=C(NC1CCCCC1)N1CCN(Cc2ccccc2Cl)CC1	0	5	4	·	3.1	·	-34
22	COc1ccc2oc(=O)c(C(=O)N3CCCc4ccccc43)cc2c1	·	·	·	4	·	2	3
23	Cc1ccc(-c2ccc3c(c2)O[C@H](CN(C)Cc2ccc(C(=O)O)cc2)[C@@H](C)CN([C@H](C)CO)S3(=O)=O)cc1	·	1	13	10[16.7 µM]	-5.3	·	27
24	O=C(NCc1ccccc1)c1cc(C2COCCN2S(=O)(=O)c2cccs2)on1 (configuration not stated)	-1	-12	-13	8	1.1	7	·
25	O=C(NCC(=O)N1CCN(S(=O)(=O)c2c(F)cccc2F)CC1)c1ccccc1F	4	8	5	-4	0.2	-8	7
26	COc1ccc(-c2[nH]ncc2CN(C)Cc2cccnc2)c(F)c1	-3	1	12	·	·	-1	5
27	Cc1ccc(S(=O)(=O)N(C)C[C@H]2OCCCC[C@@H](C)Oc3ccc(NC(=O)Cc4ccccc4)cc3C(=O)N([C@H](C)CO)C[C@@H]2C)cc1	16&-25	2&-4	-1&-13	-8	-0.2&0.5	11&0	-8&12
28	CO[C@H](CN(C)S(=O)(=O)c1ccc(Cl)cc1)[C@@H](C)CN(C(=O)Nc1ccccc1F)[C@@H](C)CO	·	7	-15	·	0.0	2	-12
29	O=C1OC=NC1=Cc1ccccc1	9	-2	-20	1	2.2	-4	3
30	C[C@H](CO)N1C[C@H](C)[C@H](CN(C)Cc2ccccc2)Oc2cc(C3=CCCCC3)ccc2S1(=O)=O	·	·	9	27[16.7 µM]	-2.3	4	33
31	CC1(CO)COC(c2ccccc2)=N1 (configuration not stated)	-5	-3	-6	13	1.0	-1	-1
32	COc1ccc([C@@H]2C[C@H](c3ccccc3)Oc3cc(C)cc(C)c32)cc1	-18	·	3	-4	-0.7	-7	-19
33	O=C(C[C@@H]1C=C[C@H](NC(=O)C2CC2)[C@@H](CO)O1)Nc1nccs1	0	3	2	·	1.3	4	6
34	CCCc1cc(=O)[nH]c(SCC(=O)NCCC2=CCCCC2)n1	-16	·	8	·	1.9	-18	1
35	O=C(CCc1ccccc1)Nc1cccc([N+](=O)[O-])c1	-9	13	-30	1	1.6	4	-13
36	c1ccc(-c2ccc(C3[C@H]4CNC[C@@H]3N4Cc3cccc(-c4ccncc4)c3)cc2)cc1 (some centres not stated)	·	-1	-2	·	1.9	-4	-8
37	CCCNC(=O)Nc1ccc2c(c1)C(=O)N(C)C[C@@H](OC)[C@H](C)CN(C(=O)c1ccccc1F)[C@H](C)CO2	·	4	-10	·	1.5	-1	·
38	CCCNC(=O)N1[C@@H]2CN(C(=O)c3ccc(F)cc3)c3ccccc3[C@@H]2[C@@H]1CO	-5	-7	1	-15[16.7 µM]	2.8	·	3
39	Cc1cc(=O)n2nc(N3CCC(C(=O)NC(C)c4ccccc4)CC3)sc2n1 (configuration not stated)	6	·	·	-15	·	-6	·
40	COc1ccccc1-c1cc(C(F)(F)F)nc(N2CCCC2)n1	2	·	·	-6	·	6	·

Some of these compounds in order of their number in CFTR F508del cor, falling:
cpd | canonical_smiles | DENV2 CPE rescue | miR122 inh | CFTR F508del cor | INS-1E GSIS act
38 | CCCNC(=O)N1[C@@H]2CN(C(=O)c3ccc(F)cc3)c3ccccc3[C@@H]2[C@@H]1CO | -7 | -15[16.7 µM] | 2.8 | 3
37 | CCCNC(=O)Nc1ccc2c(c1)C(=O)N(C)C[C@@H](OC)[C@H](C)CN(C(=O)c1ccccc1F)[C@H](C)CO2 | 4 | · | 1.5 | ·
24 | O=C(NCc1ccccc1)c1cc(C2COCCN2S(=O)(=O)c2cccs2)on1 (configuration not stated) | -12 | 8 | 1.1 | ·

Following part.
cpd	Compound	PAX8 inh HTS	DENV2 CPE rescue	EWS-Fli block	miR122 inh	CFTR F508del cor	FN deposition inh	INS-1E GSIS act
41	COc1cc(/C=C/C(=O)N2CCOCC2)ccc1OCc1ccccc1	-9	·	·	-11	·	6	9
42	O=C(Nc1ccc2c(c1)OCO2)C1Cc2c(-c3ccc4c(c3)OCO4)ccnc2O1 (configuration not stated)	30	2	53*	13	0.2	24	·
43	CC(C)(C)C1CCC(=NNC(=O)c2ccco2)CC1 (configuration not stated)	-17	0	4	·	-0.8	0	6
44	COc1ccc(S(=O)(=O)Nc2cccc3c2O[C@@H](CN(C)Cc2ccc4c(c2)OCO4)[C@@H](C)CN([C@@H](C)CO)C3=O)cc1	-17	-4	5	25[16.7 µM]	-1.2	·	-1
45	CC1CC(=O)Nc2ccccc2N1C(=O)CSc1nnnn1C (configuration not stated)	·	9	3	0	0.5	-3	-3
46	CCn1cc(C(=O)N[C@@H](C)C(=O)NCCCn2ccnc2)c(=O)c2cc3c(cc21)OCO3	4	8	-2	-10	-3.0	0	-7
47	O=[N+]([O-])c1cccc(CNc2ccc3c(c2)CCC3)c1	-33	·	·	-11	·	4	-21
48	C/C(=N\NC(=O)c1cc2ccccc2cc1O)c1ccccn1	59	-2	·	19	-0.2	6	-9
49	CN1C(=O)c2cc(NC(=O)c3cccc(F)c3)ccc2OC[C@@H]2O[C@@H](CC(=O)N3CCc4ccccc4C3)CC[C@H]21	32	5	0	-17[16.7 µM]	-1.9	1	-12
50	O=C(CC(=O)N/N=C\c1ccc(F)cc1)NCCc1ccccc1	16	0	7	·	-0.7	4	-3
51	COC(=O)c1ccc(COC(=O)c2ccccc2OC)cc1	-54	·	·	·	·	-10	4
52	C[C@@H]1CN([C@H](C)CO)C(=O)c2cc(/C=C/c3ccccc3)cnc2O[C@@H]1CN(C)C(=O)Cc1cccnc1	-26	9	-3	-1[16.7 µM]	-0.4	6	2
53	C[C@@H]1CCCCO[C@H](CN(C)S(=O)(=O)c2ccccc2)[C@@H](C)CN([C@H](C)CO)C(=O)c2cc(NC(=O)c3ccccc3)ccc2O1	10	-3	-1	2[16.7 µM]	-2.1	-16	3
54	COCCN(CCOC)S(=O)(=O)c1ccc(C(=O)Nc2nnc(C3CC3)o2)cc1	-1	·	·	1	·	-8	·
55	CCCSc1nnc(NC(=O)c2nc(SC)ncc2Cl)s1	·	·	·	17	·	-9	-6

Among those listed so far, 7 contain a Cl atom.
cpd	Compound	PAX8 inh HTS	DENV2 CPE rescue	EWS-Fli block	miR122 inh	CFTR F508del cor	FN deposition inh	INS-1E GSIS act
1	C[C@@H]1CN([C@H](C)CO)C(=O)Cc2cc(NS(=O)(=O)c3ccc(Cl)cc3)ccc2O[C@@H]1CN(C)Cc1ccc(Cl)c(Cl)c1	-12	-1	15	-12[16.7 µM]	3.0	·	-1
4	Cc1cc(N2C(=O)C(O)=C(C(=O)c3ccco3)C2c2cccc(Cl)c2)no1 (configuration not stated)	-9	-2	·	·	4.1	-5	-29
8	O=S(=O)(c1ccc(Cl)cc1)N1CCCC1c1nc(-c2ccc(Cl)cc2)no1 (configuration not stated)	20	·	·	0	·	1	·
11	CCN(CC)C(=O)[C@H]1C[C@H](CC(=O)NC(C)(C)C)C(=O)N2CCc3c([nH]c4ccc(Cl)cc34)[C@]12C	13	19	4	-5	1.4	1	-11
21	S=C(NC1CCCCC1)N1CCN(Cc2ccccc2Cl)CC1	0	5	4	·	3.1	·	-34
28	CO[C@H](CN(C)S(=O)(=O)c1ccc(Cl)cc1)[C@@H](C)CN(C(=O)Nc1ccccc1F)[C@@H](C)CO	·	7	-15	·	0.0	2	-12
55	CCCSc1nnc(NC(=O)c2nc(SC)ncc2Cl)s1	·	·	·	17	·	-9	-6
